# Screens from PubChem.
# Growth percent in the NCI-60 one-dose screen (48 h, 10 µM unless noted): 100 = growth as untreated, 0 = no growth, -100 = all killed.
# MALME-3M – MALME-3M melanoma | 78,000 compounds, 5.8% hits | AID 1794766
# SK-MEL-5 – SK-MEL-5 melanoma. 80,000 compounds, 6.4% hits. AID 1794755
# SK-MEL-2 – SK-MEL-2 melanoma; AID 1794763; 77,000 compounds, 4.7% hits
# SK-MEL-28 – SK-MEL-28 melanoma; 81,000 compounds, 4.1% hits
# UACC-257 – UACC-257 melanoma. 78,000 compounds, 4.4% hits
# LOX IMVI – LOX IMVI melanoma. AID 1794757. 79,000 compounds, 7.4% hits
# HS 578T – HS 578T breast cancer | 78,000 compounds, 4.1% hits | AID 1794788
# T-47D – T-47D breast cancer | 79,000 compounds, 5% hits | AID 1794792
# Starred values were filed as active, the others as inactive; nt = not tested or not shown; & = joins results of further samples. Rule for the calls: active = growth percent below 10; inactive = the rest.
SMILES,MALME-3M,SK-MEL-5,SK-MEL-2,SK-MEL-28,UACC-257,LOX IMVI,HS 578T,T-47D
COc1ccc(-c2cc(-c3cccs3)n(Cc3ccccc3)c(=O)c2C#N)cc1,115.2,nt,109.5,128.0,118.9,86.8,109.2,89.2
c1cc2c(cc1CNC1CCCCC1)OCO2,96.6,103.0,106.9,113.5,100.3,82.0,111.3,96.9
N#CCSc1ncnc2nc[nH]c12,106.7,97.6,108.3,92.1,102.9,81.9,89.2,100.3
COc1ccc(/C=C2\Oc3cc(OCCN4CCCC4)ccc3C2=O)cc1,86.6,98.1,116.6,98.9,105.5,91.2,nt,106.8
O=C(Nc1ccc(Cl)cc1)Nc1cccc2nsnc12,nt,71.7,80.1,105.7,62.6,73.6,92.7,57.5
CCCN(CCC)C(C)C(O)c1cc2c(c3ccccc13)CCCC2 (stereo not given),114.5,91.5,98.8,101.4,118.8,69.7,105.4,92.8
NC(N)=N/N=C/c1cccc(Cl)c1Cl,94.9,85.6,105.8,99.2,70.1,76.4,71.3,81.5
CCOC(=O)c1c2c(n3ccc(C)cc13)C(=O)c1ccccc1C2=O,103.3,82.1,90.2,111.3,78.2,94.0,93.3,92.7
CCOC(=O)CSc1sc(C(=O)OCC)c(N)c1N(CC)S(=O)(=O)c1ccc(Cl)cc1,106.3,105.1,107.7,107.7,97.9,100.5,94.8,103.8
NC1=NC2(CCCC2)N(c2ccc(S(=O)(=O)Nc3nccs3)cc2)C(N)=N1,101.3,100.3,115.6,105.1,101.0,99.0,109.0,102.9
COc1cc(CNC(=O)Cc2ccccc2)ccc1OCc1cn(-c2ccc(Cl)c(Cl)c2)nn1,108.2,92.0,107.7,96.7,92.1,99.8,99.4,91.4
COc1ccc(N(C)c2ncnc3occ(C)c23)cc1,nt,-44.5*,-4.8*,134.1,66.8,17.7,109.7,67.1
N#Cc1c(-c2ccc(Cl)cc2)cc(-c2cc3ccccc3o2)nc1SCC(=O)c1ccc(Cl)cc1,90.6,100.0,91.0,100.3,112.3,91.0,96.3,108.1
COc1ccc(-c2c[nH]cc2-c2cc(OC)c3c(c2OC)OCO3)cc1,83.6,97.4,105.0,98.0,95.1,95.8,88.2,79.8
CCC(C)S(=O)(=O)c1oc(-c2ccc(C)cc2)nc1S(=O)(=O)c1ccccc1 (stereo not given),-96.4*,-86.5*,-94.9*,-99.8*,-89.5*,-94.0*,-12.1*,-73.5*
O=C(O)c1ccc(P(=O)(O)O)c([N+](=O)[O-])c1,97.7,95.3,116.7,109.7,92.2,101.8,103.5,104.4
CC(=O)Oc1cc(C(=O)O)cc(OC(C)=O)c1OC(C)=O,96.5&115.0,101.0&99.5,107.2&119.0,99.3&114.6,90.7&95.3,96.0&96.3,112.1&99.5,98.5&100.8
CCN(CC)c1ccc2cc(C(Nc3ccc(F)cc3)c3nnnn3C(C)(C)C)c(=O)oc2c1 (stereo not given),105.0,81.2,101.6,106.9,97.1,80.3,91.8,69.0
OCC1(CO)CC2(C1)CC(CO)(CO)C2,101.2,106.0,95.2,100.8,96.4,101.9,106.9,nt
C=C(C)[C@@H]1CC[C@]2(C=O)CC[C@]3(C)[C@H](CC[C@@H]4[C@@]5(C)C/C(=C/c6cccnc6)C(=O)C(C)(C)[C@@H]5CC[C@]43C)[C@@H]12,88.1,74.4,88.5,93.3,84.5,nt,87.4,31.9
Cc1cc(Nc2nc(N3CCOCC3)nc3ccccc23)n[nH]1,66.4,79.9,51.5,72.2,76.0,63.3,16.3,72.5
CCCCCCCCC(CCN(CC)CC)(C(=O)O)c1ccccc1 (stereo not given),93.1,92.1,113.9,105.5,87.0,99.3,107.6,87.0
CC1CC2Oc3ccc(Cl)cc3C(=O)N2O1 (stereo not given),117.6,102.1,98.6,118.4,117.6,98.2,101.6,103.7
O=C(O)c1cc(NC(=O)C(Cl)Cl)cc(N2C(=O)CSC2=S)c1,90.5,99.0,111.6,105.8,98.9,94.6,103.6,119.0
CCCCNC(C(=O)c1ccc(Cl)cc1)c1ccc(Cl)cc1 (stereo not given),88.9,95.2,119.0,114.4,111.3,95.6,80.3,99.1

# Quoted from above, 11 compounds:
SMILES,MALME-3M,SK-MEL-5,SK-MEL-2,SK-MEL-28,UACC-257,LOX IMVI,HS 578T,T-47D
COc1ccc(-c2cc(-c3cccs3)n(Cc3ccccc3)c(=O)c2C#N)cc1,115.2,nt,109.5,128.0,118.9,86.8,109.2,89.2
c1cc2c(cc1CNC1CCCCC1)OCO2,96.6,103.0,106.9,113.5,100.3,82.0,111.3,96.9
N#CCSc1ncnc2nc[nH]c12,106.7,97.6,108.3,92.1,102.9,81.9,89.2,100.3
COc1ccc(/C=C2\Oc3cc(OCCN4CCCC4)ccc3C2=O)cc1,86.6,98.1,116.6,98.9,105.5,91.2,nt,106.8
O=C(Nc1ccc(Cl)cc1)Nc1cccc2nsnc12,nt,71.7,80.1,105.7,62.6,73.6,92.7,57.5
CCCN(CCC)C(C)C(O)c1cc2c(c3ccccc13)CCCC2 (stereo not given),114.5,91.5,98.8,101.4,118.8,69.7,105.4,92.8
NC(N)=N/N=C/c1cccc(Cl)c1Cl,94.9,85.6,105.8,99.2,70.1,76.4,71.3,81.5
CCOC(=O)c1c2c(n3ccc(C)cc13)C(=O)c1ccccc1C2=O,103.3,82.1,90.2,111.3,78.2,94.0,93.3,92.7
CCOC(=O)CSc1sc(C(=O)OCC)c(N)c1N(CC)S(=O)(=O)c1ccc(Cl)cc1,106.3,105.1,107.7,107.7,97.9,100.5,94.8,103.8
NC1=NC2(CCCC2)N(c2ccc(S(=O)(=O)Nc3nccs3)cc2)C(N)=N1,101.3,100.3,115.6,105.1,101.0,99.0,109.0,102.9
COc1cc(CNC(=O)Cc2ccccc2)ccc1OCc1cn(-c2ccc(Cl)c(Cl)c2)nn1,108.2,92.0,107.7,96.7,92.1,99.8,99.4,91.4

# (next part)
SMILES,MALME-3M,SK-MEL-5,SK-MEL-2,SK-MEL-28,UACC-257,LOX IMVI,HS 578T,T-47D
CCCn1c(=O)c2[nH]c(-c3ccc(OCc4nc5ccc(C(F)(F)F)cc5[nH]4)cc3)nc2n(CCC)c1=O,14.2,37.1,66.8,58.4,65.5,35.5,33.4,33.2
O=C(CI)NC(=O)NC(=O)NCc1ccccc1,-59.0*,56.1,69.4,49.4,83.0,-77.7*,101.6,18.8
CC(=O)Nc1cc(Cl)ccc1O,89.9,110.9,105.7,99.0,nt,86.2,107.3,96.5
Cc1ccc2c(c1)C(O)CCC2 (stereo not given),85.2,98.9,106.9,105.4,99.6,91.2,101.9,83.7
Cc1ccc2c(CCO)c[nH]c2c1,97.3,100.2,106.4,108.2,107.9,100.8,95.2,102.0
CC(=O)Nc1ccc(-n2cnc3cc(-c4ccc(OCCN5CCCCC5)cc4)ccc32)cc1,77.5,79.0,118.7,106.7,107.8,86.8,95.3,106.8
NCCCC(N)(C(=O)O)C(F)F (stereo not given),116.3,103.9,123.3,nt,96.4,96.2,154.9,121.6
CCOC(=O)c1ccc(-c2ccc(C(=O)OCC)cc2)cc1,107.3,101.7,109.6,114.0,103.4,83.7,98.1,88.8
COc1ccc(-c2nc(Nc3ccc(F)cc3)nc(Nc3ccc4c(c3)nc(C)n4Cc3ccccc3)n2)cc1,52.8,47.1,48.2,56.6,43.8,38.9,54.5,11.5
COc1cc2oc(-c3cccc(C(=O)N[C@@H](CC(C)C)C(=O)OC(C)(C)C)c3)cc(=O)c2c(OC)c1OC,96.3,74.1,81.6,95.9,112.1,46.5,56.9,52.7
CCCCCCCCCCCCCCCc1nc(=S)[nH][nH]1,80.8,89.3,103.5,100.2,84.2,73.7,94.8,46.2
Clc1ccc(-c2ccc(N3CCCC3)nn2)cc1,92.2,94.5,98.2,101.7,129.5,83.8,90.3,nt
O=P(CCc1ccccc1)(c1ccccc1)c1ccccc1,124.5,107.8,118.4,112.0,105.3,98.3,113.6,108.3
Cc1ccc(C)n1CCO,109.4,100.9,101.0,108.9,96.0,96.5,98.7,100.6
Cc1[nH]c2ccccc2c(=O)c1-c1ccccc1,nt,103.7,107.8,116.1,114.7,94.3,102.6,98.6
C/C(=N\NC(N)=S)c1nc2ccc(Cl)cc2[nH]1,113.0,45.3,32.1,68.7,68.8,43.7,nt,40.5
COc1ccc(-c2nc3cnccn3c2Nc2ccc(OC)c(OC)c2)cc1,98.4,101.9,100.6,102.9,88.2,110.7,98.4,98.9
CCCCOC(=O)c1ccc(NC(=O)CCCCl)cc1,103.6,100.6,105.2,107.3,93.2,90.3,104.9,98.5
COc1ccc(Nc2nc(N)nc3c2CCc2occc2-3)cc1,109.5,94.6,106.4,106.1,108.4,93.1,105.0,83.4
COc1cc2ccccc2cc1N=C=O,105.7,96.8,101.2,116.6,99.0,92.8,90.2,81.9
Cc1nc(N)nc(N)c1[N+](=O)[O-],109.3,114.3,121.3,117.0,92.0,107.6,nt,106.9
O=C(/C=C/c1cccc(Oc2ccccc2)c1)c1ccc(Nc2nc(Nc3ccc(F)cc3)nc(Nc3ccc(Cl)cc3)n2)cc1,90.4,96.4,69.1,112.0,108.9,107.9,109.0,95.4
CN(C)c1oc(C(=O)O)nc1C#N,99.9,101.3,104.3,119.9,100.3,109.1,116.9,103.3
c1cc(-c2ccc3c(c2)OCO3)n2nccc2n1,104.1,98.2,107.7,104.7,103.3,102.0,105.3,88.2
C=C1CCC2C3(C)COC(C)(C)OC3CCC2(C)C1C/C=C1\C=COC1=O (stereo not given),99.3,111.1,102.3,115.2,110.8,101.1,nt,115.7

# Next section.
SMILES,MALME-3M,SK-MEL-5,SK-MEL-2,SK-MEL-28,UACC-257,LOX IMVI,HS 578T,T-47D
CCCCOC(=O)N1CCCCC1,93.9,109.4,107.3,nt,102.5,100.4,nt,104.3
CCOC(=O)C(Cc1cc(N)c(Oc2ccc(OC)cc2)c(N)c1)NC(C)=O (stereo not given),111.8,104.8,104.7&105.8,112.6&118.4,100.6&103.6,89.6,98.8&110.8,103.6&105.9
C/C(=C(\c1ccc(OCCN2CCCCCC2)cc1)c1ccc(OC(=O)c2ccccc2)cc1)c1ccc(Cl)cc1,17.3,55.6,63.0,51.7,-7.1*,-38.9*,42.0,42.6
c1ccc2[nH]c(-c3cscn3)nc2c1,94.6,102.4,99.2,125.8,109.3,102.9,120.6,nt
O=C(CCN1C(=O)/C(=C/c2ccccc2)SC1=S)N1CCOCC1,72.9,99.5,112.1,85.6,91.4,0.3*,100.0,65.7
O=C(O)c1ccc(-n2cc(/C=N/Nc3ccc(Cl)cc3)c(-c3ccc(O)cc3)n2)cc1,105.4,96.5,101.8,103.7,99.0,23.3,97.4,61.0
O=C(Nc1ccc(S(=O)(=O)N2CCOCC2)cc1)C(Cl)Cl,96.2,99.4,99.2,108.7,94.2,94.9,97.9,95.5
CCN(CC)CCN(C(=O)C(c1ccccc1)c1ccccc1)c1ccc(OC)cc1,86.9,96.5,87.4,102.4,90.6,91.5,82.7,74.4
COc1ccc(-c2nn(-c3cccc(Cl)c3)cc2C2CC(c3ccc(Br)cc3)=NN2C(C)=O)cc1 (stereo not given),90.4,92.7,108.4,102.4,93.4,83.2,70.5,86.4
CCCC(=O)NC(c1cccnc1)c1ccc2cccnc2c1O (stereo not given),67.4,50.1,86.0,69.0,87.1,42.0,106.7,52.1
NC(C(=O)O)C(O)c1ccco1 (stereo not given),98.6,103.6,115.3,106.8,102.1,103.3,106.9,98.0
O=C(Nc1nc2ccc(S(=O)(=O)Nc3ccc(C4(C(F)(F)F)CC4)cc3)cc2[nH]1)c1cnccn1,37.3,26.1,56.3,57.2,48.5,38.3,17.6,31.7
O=S(=O)(O)NS(=O)(=O)O,108.3,104.0,116.1,107.5,96.1,97.2,96.6,102.2
CC1[C@H]2[C@H](C[C@H]3[C@@H]4CC=C5c6sc(Nc7ncccn7)nc6CC[C@]5(C)[C@H]4CC[C@@]32C)O[C@]12CC[C@@H](C)CO2 (stereo not given in full),110.1,78.4,69.7,95.4,82.8,88.3,96.8,74.7
CC(C)NS(=O)(=O)c1cccc(-c2ccc3c(=O)n(CCCN)c4c(c3c2)C(=O)c2ccccc2-4)c1,117.7,98.8,111.4,110.0,110.2,94.4,105.2,102.8
CC(=O)O[C@@H]1C[C@]2(C)[C@H]3[C@H](O)C[C@@H]4C5=CC(C)(C)CC[C@]5(C)CC[C@@]4(C)[C@]3(C)CC[C@H]2C(C)(C)[C@H]1O,106.7,114.0,107.3,106.0,110.4,98.7,99.1,82.3
O=C(OCCO)c1ccccc1-c1c2cc3cc(Br)c(O)c(Br)c3oc-2c(Br)c(=O)c1Br,104.3,105.1,105.4,103.5,119.1,98.6,105.3,101.2
CCOC(=O)CCCn1c(-c2c(O)c(O)cc3c(O)c(-c4c(C)cc5c(-c6nc7ccccc7n6CCCC(=O)OCC)c(O)c(O)cc5c4O)c(C)cc23)nc2ccccc21,119.1,99.8,104.4,99.6,84.8,99.2,99.9,93.9
C=C[Si](OC(C)=O)(OC(C)=O)OC(C)=O,85.6,104.1,109.4,103.6,105.5,98.4,106.8,93.6
Cc1nn(-c2ccccc2)c(Cl)c1/C=N\N=c1/sc2ccccc2n1C,112.4,103.8,114.5,103.1,97.1,117.2,104.2,93.7
O=C(NCCCl)Nc1ncn[nH]1,127.1,104.2,96.1,102.6,95.6,103.0,104.1,112.6
CC(/C=C1\SC(=S)N(CC(=O)NC(CC(C)C)C(=O)O)C1=O)=C\c1ccccc1 (stereo not given),96.6,100.8,108.5,104.8,102.3,93.1,108.2,99.5
C/C=C(/C)C(=O)OC,97.0,101.4,103.2,104.6,104.6,102.1,nt,96.0
Fc1ccc(C2CC(c3cccc(Nc4ccncc4)c3)=NN2c2ccc(Cl)cc2)cc1 (stereo not given),33.1,82.8,100.8,53.4,80.8,-67.1*,79.9,80.9
COc1ccc(-c2nnc(CNc3ccccn3)o2)cc1,91.5,96.5,97.9,107.7,94.8,92.6,93.0,78.0
O=c1c2ccccc2c(Br)c(Br)c2ccccc12,94.7,109.2,nt,106.0,66.2,3.1*,107.1,53.5
